PLK1 PBD block: blocks phosphopeptide binding to human PLK1 polo-box domain | 2.8% of 360,000 active | Potency, µM, for inactives: max response, negative = inhibition, most hits filed as inhibitors | Plk1 PBD binding of FITC phosphopeptide, fluorescence polarization; further: potency means the concentration at half of the fitted maximal effect; series mostly up to about 57 µM; on the % scale 0 is the no-effect control and ±100 the full control effect; nearly all actives have a fitted effect of over 65% in size
Target sequence (P53350 whole entry, looked up, the tested form may be a part): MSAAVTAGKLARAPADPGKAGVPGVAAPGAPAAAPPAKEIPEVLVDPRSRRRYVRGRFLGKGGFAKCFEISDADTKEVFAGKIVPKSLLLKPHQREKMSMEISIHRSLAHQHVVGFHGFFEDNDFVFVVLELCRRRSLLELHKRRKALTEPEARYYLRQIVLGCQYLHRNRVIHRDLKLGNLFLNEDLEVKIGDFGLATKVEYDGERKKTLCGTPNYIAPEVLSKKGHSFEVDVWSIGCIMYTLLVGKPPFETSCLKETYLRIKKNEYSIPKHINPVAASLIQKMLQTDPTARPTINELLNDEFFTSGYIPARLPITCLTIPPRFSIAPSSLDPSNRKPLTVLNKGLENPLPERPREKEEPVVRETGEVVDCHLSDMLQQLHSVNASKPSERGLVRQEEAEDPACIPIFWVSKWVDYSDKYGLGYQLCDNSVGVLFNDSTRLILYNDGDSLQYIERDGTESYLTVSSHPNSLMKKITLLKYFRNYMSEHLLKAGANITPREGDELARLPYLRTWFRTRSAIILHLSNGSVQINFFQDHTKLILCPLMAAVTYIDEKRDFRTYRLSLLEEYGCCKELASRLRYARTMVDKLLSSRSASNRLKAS
IL2 activator: IL-2 activation | IL-2 activation reporter assay, cell-based qHTS; stimulated with anti-CD3/CD4/CD28 beads; in transgenic mouse T cells | activation, % (series mostly up to about 46 µM) | 0.065% of 360,000 active; in the data active means activation above about 50%; inconclusive means mostly about 30% to 49%; further: 0% is about no effect
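Unstimulated transgenic mouse T cells, 750 per well, received compound and, after 60 minutes, anti-CD3/anti-CD4 bead plus anti-CD28 stimulation. EGFP and DsRed were quantified after 18 hours.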
EPAC1 ag: activates human EPAC1 exchange factor; O95398; EPAC1 agonist qHTS, biochemical assay; response scale: 100% = response to 6.5 mM cAMP; Potency, µM (doses to about 154 µM), without a hit: at the top dose activation, usual class: activators; 0.073% of 360,000 active; AID 720707; further: potency means the concentration at half of the fitted maximal effect; nearly all actives have a fitted effect of over 60% in size
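Nucleotide exchange assay: 100 nM EPAC1 with 250 nM Rap1B loaded with BODIPY-GDP and 50 uM GDP, room temperature. Fluorescence (480/540 nm) read every 5 min for 30 min; signal change normalized to 6.5 mM cAMP as full agonist.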
WRN helicase inh: WRN helicase (human) inhibition. Q14191. WRN helicase unwinding, fluorescent forked duplex, kinetic. Potency, µM (titrated, usually from 114 µM), inactives show at the top dose activity change, negative = inhibition, hits mostly inhibitors. 0.46% of 360,000 active. AID 651768; further: potency means the concentration at half of the fitted maximal effect; on the % scale 0 is the no-effect control and ±100 the full control effect; nearly all actives have a fitted effect of over 55% in size
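Primary qHTS, 1536-well format. 20 nM WRN + compound, 15 min RT; start with 100 nM forked fluorophore/quencher duplex, 2 mM ATP (final); kinetic read ex 525/em 598 nm.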
EPAC1 antag: antagonists of human EPAC1; EPAC1 GEF assay, Rap1b-BODIPY-GDP exchange fluorescence; 0.14% of 360,000 active; Potency, µM (doses to about 115 µM), for inactives: at the highest dose activity change, negative = inhibition, usual class: inhibitors;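 further: potency means the concentration at half of the fitted maximal effect; plate controls were vehicle for no effect and positive control for full effect; nearly all actives have a fitted effect of over 50% in size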
aSyn rescue: inhibitors of alpha-synuclein toxicity in yeast. Yeast expressing alpha-synuclein, growth rescue, BacTiter-Glo, 24 h. 0.14% of 370,000 active. AID 652106. Potency, µM (series often up to 46.1 µM), for inactives: at the highest dose growth rescue (activation), actives largely listed as activators; further: potency means the concentration at half of the fitted maximal effect; % of control where 0% means no effect; nearly all actives have a fitted effect of over 65% in size
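Galactose-induced alpha-syn yeast (OD600=0.02, raffinose-pregrown) + pinned cpd, 24 hr, 30 deg C; growth by BacTiter-Glo luminescence. Growth restoration scores as activation.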
FUS yeast rescue: FUS proteinopathy suppression in yeast | Potency, µM (titrated, usually from 76.6 µM), for inactives: top-dose growth rescue (activation), usual class: activators | 0.24% of 390,000 active | S. cerevisiae FUS-expressing, growth rescue, OD600, 24 h | AID 1347120;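 further: potency means the concentration at half of the fitted maximal effect; plate controls were DMSO vehicle for no effect and reference control for full effect; nearly all actives have a fitted effect of over 55% in size; some results filed as inactive show a strong effect at the top dose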
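Quantitative HTS measuring growth restoration of FUS-toxic yeast. Galactose-induced cells (OD 0.005) were exposed 24hr at 30C to compounds at several concentrations, then absorbance at 600 nm was recorded.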
Abeta yeast res: compounds reversing amyloid beta toxicity in yeast; yeast expressing A-beta42, growth rescue, OD600, 48 h; response scale: 0% DMSO, 100% iron-clioquinol control; Potency, µM (highest dose often 46.1 µM), for the others: at the highest dose growth rescue, hits mostly activators; 0.063% of 410,000 active; further: potency means the concentration at half of the fitted maximal effect; nearly all actives have a fitted effect of over 55% in size
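Yeast growth medium received pinned compounds, then yeast cells expressing toxic A-beta were added; plates incubated at 30 C for 48 hr. Growth read as absorbance at 600 nm, normalized to DMSO and equimolar FeCl3 plus clioquinol controls.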
PI5P4Ka inh: inhibitors of human PI5P4K alpha; max response, %; P48426; 1.2% of 330,000 active; PI5P4Kalpha enzyme, ADP-Glo luminescence, 60 min; active compounds read low; active means max response of -50% or lower; inconclusive means between -30% and -50%; inactive means -30% or higher; further: value at the top dose of about 77 µM; on the % scale 0 is the no-effect control and ±100 the full control effect
Target sequence (P48426 whole entry, looked up): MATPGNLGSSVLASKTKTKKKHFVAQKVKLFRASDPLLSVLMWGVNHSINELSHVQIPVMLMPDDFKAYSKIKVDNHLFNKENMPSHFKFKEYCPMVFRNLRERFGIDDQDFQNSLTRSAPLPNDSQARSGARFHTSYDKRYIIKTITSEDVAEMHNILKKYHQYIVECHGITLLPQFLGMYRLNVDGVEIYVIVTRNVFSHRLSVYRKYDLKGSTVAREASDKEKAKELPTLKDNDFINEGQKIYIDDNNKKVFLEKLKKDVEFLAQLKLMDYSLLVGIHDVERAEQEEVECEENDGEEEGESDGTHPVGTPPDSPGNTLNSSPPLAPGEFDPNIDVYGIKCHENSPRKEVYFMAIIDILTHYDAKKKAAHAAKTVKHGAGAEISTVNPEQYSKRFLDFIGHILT
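Single end-point luminescence (ADP-Glo) quantified ADP from PI5P4Kalpha turnover; ATP 5 microM final, 1 h at RT, 0.1% CHAPS and 0.28 mM EGTA in HEPES pH 7.4.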
Active calls of the source: *; ? = inconclusive; nt = not tested or not shown; & = joins results of further samples; [ ] = remark or other dose. Unless noted, the call rests on the fitted dose curve; in most records, active means well fitted curve in the direction sought with a large enough effect; inconclusive means small, poorly fitted or top-dose-only effect, or another doubt; inactive means no such curve, though single readings can be large; an effect the other way counts as inactive or inconclusive.

entry | structure | PLK1 PBD block | IL2 activator | EPAC1 ag | WRN helicase inh | EPAC1 antag
1 | CSc1ccccc1C(=O)NCCSC(C)(C)C | -4% | -1.5 | -1% | 11% | 11%
2 | C=CCn1c(SCCN2CCOCC2)nc2c1c(=O)[nH]c(=O)n2C | -14% | -1.7 | 1% | 4% | 5%
3 | C=CCN(c1ccccc1)S(=O)(=O)c1ccc(Cl)c(C(=O)OCC(=O)c2[nH]c(C)c(C(C)=O)c2C)c1 | 1% | -6.6 | -3% | 0% | -14%
4 | CCOC(=O)c1c(N)nn(C(C)=O)c1-c1ccccc1 | -13% | -1.5 | -19% | -22% | -22%
5 | COc1ccccc1-n1cnnc1SCC(=O)Nc1ncc(Cl)cc1Cl | 30µM* | -0.3 | -7% | -3% | 10%
6 | O=C(CCCN1CCC(O)(c2ccc(Cl)cc2)CC1)c1ccc(F)cc1 | -6% | -0.3 | 9% | 4% | -7%
7 | CCOc1ncccc1C(=O)NNC(=O)c1ccc(NS(=O)(=O)c2cccs2)cc1 | -3% | -0.2 | -23% | -22% | -9%
8 | COc1ccccc1OCC(O)Cn1nc(C)cc1C (stereo not drawn) | 0% | -0.6 | -4% | -14% | -17%
9 | O=C(NNC(=O)c1ccc[nH]1)c1cc(Cl)cc(Cl)c1 | 1% | -2.6 | 2% | 9% | -7%
10 | Cc1ccc2c(c1)c1c(n2CC(O)CNC2CCCC2)CCCC1 (stereo not drawn) | -8% | -1.0 | 3% | -5% | -13%
11 | Cc1c(N(C)S(=O)(=O)c2ccc(Cl)c(C(=O)NCC(C)(C)N3CCOCC3)c2)c(=O)n(-c2ccccc2)n1C | 2% | 1.9 | -11% | 7% | 0%
12 | CCOc1ccccc1-c1nc(-c2ccc(C)nc2OC)no1 | -2% | 1.3 | 8% | -14% | -17%

entry | aSyn rescue | FUS yeast rescue | Abeta yeast res | PI5P4Ka inh
1 | -15% | 14% | 3% | nt
2 | -4% | -9% | -8% | 1
3 | 5% | 28% | 14% | 2
4 | -3% | nt | -12% | 4
5 | -1% | 8% | 4% | -27
6 | 11%&9% | -32% | -7% | 1
7 | -3% | -3% | 0% | 3
8 | -1% | 3% | -1% | 2
9 | 5% | 25% | 0% | 3
10 | 6% | -3% | 13% | -1
11 | -5% | -9% | -10% | 1
12 | 9% | ? | 11% | 12

Next part:
entry | structure | PLK1 PBD block | IL2 activator | EPAC1 ag | WRN helicase inh | EPAC1 antag
13 | COc1cc(/C=C/c2[nH]c(=O)[nH]c(=O)c2[N+](=O)[O-])cc([N+](=O)[O-])c1O | -10% | -0.3 | -7% | -13%[11.6 µM] | -27%
14 | COc1ccc(CNC(=O)CN(C(=O)c2csnn2)c2cccc3c2CCCC3)cc1 | -6% | -1.3 | -3% | -9% | -2%
15 | O=C(COc1ccc(/C=N/NC(=O)c2cc3ccccc3o2)cc1Cl)Nc1ccccc1 | -14% | -0.1 | 9% | -13% | -6%
16 | CCn1c(SCC(=O)Nc2cccc(OC)c2)nc2c(c1=O)SCC2 | 1% | -3.0 | -3% | -10% | -3%
17 | Nc1cccc2c1C(=O)N(C(=O)/C=C/c1cccc(F)c1)C2=O | ? | -2.8 | -13% | -22%[11.6 µM] | -1%
18 | [O-][n+]1onc2c1C(N1CCOCC1)CCC2N1CCOCC1 (stereo not drawn) | -8% | -0.4 | -6% | -41%[57.1 µM] | -1%
19 | Cc1cc(C(=O)N2CCN(Cc3ccccc3)CC2)on1 | -5% | -2.4 | 8% | -3% | -5%
20 | COc1ccc(C(=O)NC(=S)Nc2ccc(Cl)cn2)cc1OC | -1% | -2.6 | -9% | 4% | 9%
21 | CC1(C(=O)NS(=O)(=O)c2ccccc2Cl)CCN1C(=O)c1cccc(F)c1 (stereo not drawn) | -14% | -0.2 | 5% | 1% | -7%
22 | CCOC(=O)C1=CCN(S(=O)(=O)c2ccc(C)cc2)C1c1ccc(Cl)c(Cl)c1 (stereo not drawn) | -9% | -0.5 | 6% | -14% | -5%
23 | N#C/C(=C\c1ccc(Cl)cc1)C(=O)NC1CC1 | -11% | -2.3 | 1% | -13% | -15%
24 | CC(Sc1nnc2n1CCCCC2)C(=O)Nc1cccc(S(=O)(=O)N2CCOCC2)c1 (stereo not drawn) | -1% | -0.5 | -9% | -11% | -12%

entry | aSyn rescue | FUS yeast rescue | Abeta yeast res | PI5P4Ka inh
13 | -7% | -17% | -1% | -84*
14 | 13% | 19% | -11% | 0
15 | 9% | nt | -6% | ?
16 | 0% | 0% | 1% | 3
17 | 23% | -6% | -18% | 0
18 | -4% | -22% | 16% | -8
19 | 0% | -22% | 1% | 1
20 | -1% | 0% | 7% | 7
21 | 7% | -15% | -16% | -3
22 | 0% | 26% | -5% | 10
23 | ? | 15% | ? | -10
24 | -6% | -1% | 9% | 2

Six successive compounds out of the list so far, quoted:
entry | structure | PLK1 PBD block | IL2 activator | EPAC1 ag | WRN helicase inh | EPAC1 antag
13 | COc1cc(/C=C/c2[nH]c(=O)[nH]c(=O)c2[N+](=O)[O-])cc([N+](=O)[O-])c1O | -10% | -0.3 | -7% | -13%[11.6 µM] | -27%
14 | COc1ccc(CNC(=O)CN(C(=O)c2csnn2)c2cccc3c2CCCC3)cc1 | -6% | -1.3 | -3% | -9% | -2%
15 | O=C(COc1ccc(/C=N/NC(=O)c2cc3ccccc3o2)cc1Cl)Nc1ccccc1 | -14% | -0.1 | 9% | -13% | -6%
16 | CCn1c(SCC(=O)Nc2cccc(OC)c2)nc2c(c1=O)SCC2 | 1% | -3.0 | -3% | -10% | -3%
17 | Nc1cccc2c1C(=O)N(C(=O)/C=C/c1cccc(F)c1)C2=O | ? | -2.8 | -13% | -22%[11.6 µM] | -1%
18 | [O-][n+]1onc2c1C(N1CCOCC1)CCC2N1CCOCC1 (stereo not drawn) | -8% | -0.4 | -6% | -41%[57.1 µM] | -1%

entry | aSyn rescue | FUS yeast rescue | Abeta yeast res | PI5P4Ka inh
13 | -7% | -17% | -1% | -84*
14 | 13% | 19% | -11% | 0
15 | 9% | nt | -6% | ?
16 | 0% | 0% | 1% | 3
17 | 23% | -6% | -18% | 0
18 | -4% | -22% | 16% | -8

Additional compounds.
entry | structure | PLK1 PBD block | IL2 activator | EPAC1 ag | WRN helicase inh | EPAC1 antag
25 | COc1ccc(NS(=O)(=O)c2ccc(C)c(NC(=O)CN3C(=O)NC4(CCCC4)C3=O)c2)cc1 | -4% | -0.4 | 4% | 3% | -21%
26 | CS(=O)(=O)c1ccc(C(=O)N2CC(=O)Nc3ccccc32)cc1 | 2% | 0.5 | -3% | -15% | -8%
27 | COC(=O)CCc1c(C)c(C(=O)c2cc(OC)c(OC)c(OC)c2)c2ccccn12 | -4% | 2.9 | 8% | -1%[57.1 µM] | 7%
28 | Cc1ccc(NC2=CC(=O)CC(c3ccco3)C2)c(N)c1 (stereo not drawn) | -3% | -0.6 | 1% | -7% | -8%
29 | Cc1cc(C)c2c(n1)nn1c(C)c(CCC(=O)NCc3ccco3)c(C)nc21 | -17% | -0.2 | -1% | 4% | -5%
30 | Cc1ccccc1S(=O)(=O)c1c(C)cc(C)n(C)c1=O | -8% | -0.2 | -5% | -11% | 5%
31 | O=C(Nc1ccc(S(=O)(=O)NCc2ccccc2)cc1)Nc1ccc2c(c1)OCO2 | -7% | 2.1 | 9% | -1% | 0%
32 | Cn1cc(C(=O)C(=O)N2CCCCC2)c2ccccc21 | ? | 8.5 | 40µM* | -15% | 31%[activator]
33 | Cc1ccn(CC(=O)N2N=C(C(F)F)CC2(O)C(F)F)n1 (stereo not drawn) | 0% | 3.7 | -8% | -15% | -15%
34 | O=C(c1ccc(S(=O)(=O)c2ccccc2Cl)c([N+](=O)[O-])c1)N1CCCCCC1 | -2% | 0.7 | 13% | -3% | -3%
35 | CCc1ccc(N2CC(C(=O)OCC(=O)c3c(N)n(CC(C)C)c(=O)n(C)c3=O)CC2=O)cc1 (stereo not drawn) | 1% | -3.0 | -1% | -10% | 0%
36 | CCOc1ccc(NC(=S)NCCCc2ccccc2)cc1 | -17% | -1.4 | 19% | -7% | -9%

entry | aSyn rescue | FUS yeast rescue | Abeta yeast res | PI5P4Ka inh
25 | 1% | 6% | -2% | 2
26 | -5% | 10% | -11% | -8
27 | -6% | 9% | -2% | 4
28 | -2% | ? | -9% | -21
29 | 0% | -3% | -12% | -7
30 | 1% | 3% | -16% | 3
31 | 0% | 33% | -10% | nt
32 | 2% | 40% | -3% | -6
33 | 0% | 0% | -3% | 2
34 | -3% | nt | -9% | -5
35 | 5% | -5% | 11% | -2
36 | 4% | 19% | ? | -5

Further entries follow:
entry | structure | PLK1 PBD block | IL2 activator | EPAC1 ag | WRN helicase inh | EPAC1 antag
37 | CC1=C(C(=O)OC(C)C)C(c2cccs2)NC(=O)N1 (stereo not drawn) | -7% | 1.6 | 5% | -2% | ?
38 | CCn1c(N)c(C(=O)N2CCOCC2)sc1=S | 15µM* | 0.1 | -6% | -5% | -1%
39 | Cc1ccc(C(=O)NNc2cc(=O)n(C)c(=O)n2C)cc1C | -8% | -3.0 | 9% | 3% | -23%
40 | Cc1cc(C)nc(/N=C2\NC(=O)CC3C(=O)NCCN23)n1 (stereo not drawn) | 1% | -1.9 | -2% | 5% | 13%
41 | O=C(NCCCN=C1NS(=O)(=O)c2ccccc21)c1ccco1 | -6% | -2.4 | 2% | 1% | 14%
42 | O=C(c1ccccc1)N1CCN(c2ccc([N+](=O)[O-])c(NCc3ccco3)c2)CC1 | 0% | -0.7 | 1% | -7% | -13%
43 | COc1ccc(OC)c(/C=N\NC(=O)CC(=O)NCCc2ccccc2)c1 | -15% | -1.5 | 3% | 1% | -4%
44 | Cc1cc(C)nc(SCC(=O)c2ccc(C)c(C)c2)n1 | -1% | -0.2 | -2% | -15% | -2%

entry | aSyn rescue | FUS yeast rescue | Abeta yeast res | PI5P4Ka inh
37 | 1% | 7% | 7% | 8
38 | -6% | 16% | -3% | -19
39 | 1% | 1% | 4% | 5
40 | 0% | 10% | 9% | -1
41 | -2% | -24% | -12% | nt
42 | 8% | 8% | 7% | 0
43 | 5% | -28% | -20% | -8
44 | 3% | -6% | 16% | 14
